Source: PubChem BioAssay (several laboratories)
CAL PDZ FP-1 – blocks peptide binding to the human CAL PDZ domain. Q9HD26. purified CAL PDZ, TMR-peptide fluorescence polarization, 1 h. inhibition, % at 24.9 µM. 0.92% of 300,000 active. AID 602252;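 active = mean inhibition of at least 30% with at least half of replicates also reaching 30%; inconclusive = no clear call, values can overlap the other calls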;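 also: 0% = DMSO neutral control and 100% = excess unlabeled competitor peptide PRC23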
MITF act – activators of MITF-driven TRPM1 promoter activity in SK-MEL-5 cells. activation, % at 12.5 µM. 0.75% of 300,000 active. SK-MEL-5 TRPM1-promoter luciferase, 24 h; % of positive control, neutral wells = 0;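 active = mean activation of at least 80% with every replicate also reaching 80%; inconclusive = mean reaches 80% but some replicate falls short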;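 also: 0% = neutral control wells and 100% = parthenolide positive control wells; values of inactives mirror those of a sister screen read the other way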
CAL PDZ FP-2 – inhibitors of human CAL PDZ peptide binding | AID 504414 | inhibition, % at 20 µM | Q9HD26 | purified CAL PDZ, TMR-peptide fluorescence polarization, 1 h | 0.02% of 330,000 active;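 active = highest replicate inhibition of at least 40%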;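 also: plate controls were DMSO neutral control wells for no effect and unlabeled competitor peptide control wells for full effect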
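Assay system – tagged CAL PDZ protein CerCALP, purified · Timing – 1 h at RT · Compound – single point, 20 µM · Measured by – fluorescence polarization from S- and P-plane intensities, G-factor corrected · Evaluation – inhibition from polarization loss · Probe or stimulus – TMR reporter peptide T*-PRC34 · Buffer or medium – pH 7.4 phosphate-saline buffer, reducing agent, detergent, IgG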
V-ATPase pH – alters yeast V-ATPase proton transport | S. cerevisiae, pHLuorin cytosolic pH fluorescence | response, % at 10 µM | 0.37% of 350,000 active; in the data active = response mostly above about 7.3%, no sharp cut-off; inactive = mostly below about 5.4%; also: actives read high; inactives centre near 0; some compounds called inactive have numbers as strong as hits; reference of the scale not given here
Wnt act – Wnt/beta-catenin pathway activation; Wnt/beta-catenin reporter cell assay, activator, plate reader; activation, % at 9.35 µM; 1.2% of 300,000 active; AID 743398; in the data active = activation above about 30%, passing the limit was not always enough; inconclusive = no clear call, values can overlap the other calls;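 also: 0% = neutral control wells and 100% = positive control wells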
dFosB activator – enhances mouse delta FosB homodimer DNA binding. P13346. purified delta FosB, TAMRA-CDK5 oligo fluorescence polarization; percent of positive-control signal above neutral wells. activation, % at 25 µM. 0.99% of 340,000 active;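 active = mean activation above about 17%, with every replicate also reaching it, limit read from the data, passing the limit was not always enough; inconclusive = only one of the two conditions met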;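 also: fluorescence polarization rise as delta FosB binds a TAMRA Cdk5 AP-1 oligo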
Target sequence (P13346 whole entry, looked up): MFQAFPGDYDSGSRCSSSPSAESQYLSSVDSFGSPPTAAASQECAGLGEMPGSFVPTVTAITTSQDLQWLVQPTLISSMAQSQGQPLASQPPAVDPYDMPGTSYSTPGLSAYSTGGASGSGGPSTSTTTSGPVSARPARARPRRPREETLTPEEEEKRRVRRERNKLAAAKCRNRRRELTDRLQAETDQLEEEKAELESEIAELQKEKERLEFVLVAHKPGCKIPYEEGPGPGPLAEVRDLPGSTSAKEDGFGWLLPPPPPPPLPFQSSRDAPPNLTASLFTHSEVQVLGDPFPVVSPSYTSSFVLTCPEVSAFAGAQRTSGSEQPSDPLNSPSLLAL
CDK5 p35 inh – blocks human CDK5/p35 kinase activity; inhibition, % at 10 µM; 0.01% of 330,000 active; Recombinant CDK5/p35, ADP-Glo luminescence, 60 min; Q00535+Q15078; AID 488839;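 active = highest replicate inhibition of at least 50% and at least 75% of replicates reaching 50%; inconclusive = only one of the two criteria met; inactive = both criteria failed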;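 also: plate controls were DMSO neutral control for no effect and GW8510 at 10 µM for full effect; many of its hits are not listed in these tables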
Target sequence (Q00535 whole entry, looked up): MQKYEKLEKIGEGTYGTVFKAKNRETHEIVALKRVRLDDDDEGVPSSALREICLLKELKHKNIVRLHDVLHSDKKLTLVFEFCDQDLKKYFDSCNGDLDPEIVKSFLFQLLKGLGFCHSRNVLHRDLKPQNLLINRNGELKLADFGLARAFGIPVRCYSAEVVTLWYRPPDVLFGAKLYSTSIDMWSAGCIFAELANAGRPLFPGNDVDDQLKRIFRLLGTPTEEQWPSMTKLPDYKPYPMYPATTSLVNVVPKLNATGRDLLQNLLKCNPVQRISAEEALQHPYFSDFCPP
Target sequence (Q15078 whole entry, looked up): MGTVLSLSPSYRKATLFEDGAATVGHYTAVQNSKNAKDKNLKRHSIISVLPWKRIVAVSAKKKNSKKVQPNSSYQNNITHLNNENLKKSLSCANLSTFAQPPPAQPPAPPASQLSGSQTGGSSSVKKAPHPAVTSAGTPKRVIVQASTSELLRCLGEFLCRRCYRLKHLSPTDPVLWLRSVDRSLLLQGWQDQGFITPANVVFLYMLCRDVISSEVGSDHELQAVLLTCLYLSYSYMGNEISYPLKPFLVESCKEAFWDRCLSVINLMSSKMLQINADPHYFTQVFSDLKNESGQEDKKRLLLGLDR
Tat transport – inhibitors of E. coli Tat protein transport; E. coli MC4100 TorA-mCherry Tat export, fluorescence; inhibition, % at 10 µM; 0.036% of 340,000 active; AID 488895;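 active = mean replicate inhibition at least 50% and at least half of replicates individually reaching 50%; inconclusive = only one of the two criteria met; inactive = neither criterion met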;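 also: exported cargo escapes ClpAP degradation while cytoplasmic cargo is degraded and loses fluorescence; 0% = median of neutral control wells and 100% = median of NaSCN control wells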
Rtt109 Vps75 – inhibitors of Candida albicans Rtt109/Vps75 histone acetyltransferase | purified Rtt109/Vps75, ThioGlo CoA-SH fluorescence, 4 h | inhibition, % at 34.9 µM | 0.16% of 330,000 active;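 active = inhibition of at least 50% in every replicate; inconclusive = best replicate reaches 50% inhibition but some replicates fall short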
RTF Ca sens act – cardiac RTF calcium sensitization; activation, % at 7.2 µM; IANBD-labeled TnC RTF fluorescence at EC20 calcium; 0% EC20 calcium, 100% full calcium; P19429+P45379; 0.24% of 340,000 active;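 active = activation above the mean over all tested compounds plus 3 SD, cut at about 30% in these data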;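 also: rise in fluorescence read as greater calcium sensitivity of cardiac thin filaments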
Starred values were filed as active, the others as inactive; ? = inconclusive; / = no result given.

SMILES	CAL PDZ FP-1	MITF act	CAL PDZ FP-2	V-ATPase pH	Wnt act	dFosB activator	CDK5 p35 inh	Tat transport	Rtt109 Vps75	RTF Ca sens act
C[n+]1nc(Nc2ccccc2)sc1-c1ccc(O)cc1	1	5	-0.7	4	0	4	0.4	-3	-5	2
OC1CCN(Cc2cccc3ccccc23)CC1	-5	1	-0.5	4	-2	2	1.2	3	5	0
O=C(Nc1cccc(-c2ccc(N3CCOCC3)nn2)c1)c1ccccc1Cl	-7	107*	-5.7	-1	-3	-8	0.8	9	10	0
CC(CC(=O)Nc1ccc(-c2ccno2)cc1)n1cccn1 (stereo not given)	1	3	-2.2	1	0	-3	1.0	6	2	0
N#Cc1cccc(NC(=O)CC2CCCC2)c1	-4	-3	-3.1	1	1	3	-0.6	2	2	-7
COc1ccc(/C=N/NC(=O)c2cccc(NC(C)=O)c2)c(C(=O)O)c1OC	0	-11	-1.5	3	-2	4	0.3	0	-4	8
CCOC(=O)CC1C(=O)NCCN1S(=O)(=O)c1ccccc1 (stereo not given)	-5	-1	-0.6	8	-1	-6	-0.4	-2	3	1
Cc1nn2c(C)c(C(=O)Nc3ccccc3)cnc2c1C#N	-2	6	0.5	1	-3	0	4.7	1	3	4
O=C(O)CCC(=O)Nc1ccccc1C(=O)NC1CCCCC1	-3	0	-0.3	-2	/	-11	0.5	-13	-2	4
Cc1cc2c(cc1S(=O)(=O)N1CCN(c3ccccc3F)CC1)OCC(=O)N2	-3	-4	-0.4	-5	1	2	-1.3	-6	3	2
COc1ccc(NC(=O)c2c(C)nn(Cc3ccccc3)c2Cl)cc1S(=O)(=O)N1CCOCC1	/	-14	-0.2	-1	2	-3	-4.1	-6	10	1
Cc1cc(Nc2ccccc2)n(CCC#N)n1	3	-7	-0.3	-2	/	2	-1.2	1	-3	-1
CC1(C)Cc2c(sc3nc4n(-c5ccccc5)cnn4c(=O)c23)CO1	-5	3	-0.8	-1	3	-4	-0.7	6	1	10
COc1cc(CN2CCC(n3nccc3NC(=O)CCCc3ccccc3)CC2)ccc1O	5	0	-0.9	1	1	-13	1.1	-2	0	-3
O=C(CCSc1nc(-c2ccco2)cc(C(F)(F)F)n1)N1CCN(c2ccccc2)CC1	/	/	0.0	-2	0	-5	0.5	30	5	-1
COc1ccc(OCC(=O)N2CCN(C(=O)c3cccc(F)c3)CC2)cc1	-1	-16	0.3	0	/	-1	-0.3	-2	1	0
O=C(O)Cc1ccc(NCc2ccccc2Cl)cc1	-1	2	-0.4	3	6	-4	-1.2	-1	-22	-1
O=C(/C=C/c1ccc([N+](=O)[O-])cc1)OCC(=O)N1CCCCCC1	-1	-10	-0.4	0	-11	0	-2.3	-14	0	-2
CCOc1ccc(NC(=S)N(CCc2c(C)[nH]c3ccccc23)Cc2ccco2)cc1	/	-13	-0.3	1	-4	-11	1.3	-3	-5	-2
CCCCCCCOC(=O)C1=C(C)Nc2ncnn2C1c1cccs1 (stereo not given)	5	/	-0.3	5	-5	0	0.6	2	14	1
Cc1cc(N2CCOCC2)nc(N)n1	27	-1	0.0	2	0	-1	0.3	-3	-15	6
CC(C)CC(=O)Nc1ccc(C(=O)NNC(=O)C(c2ccccc2)c2ccccc2)cc1	-1	9	-3.5	-2	/	?	-2.0	-15	-3	11
CCN1CCC(NC(=O)Nc2ccc(F)cc2F)CC1	-4	0	0.5	-2	-2	-10	-2.8	15	-12	7
CC(C)Cc1cc(C(=O)O)n[nH]1	-1	-4	-0.8	-3	/	2	-0.8	-6	19	0
COc1cc(C(c2oc(CO)cc(=O)c2O)c2oc(CO)cc(=O)c2O)cc(OC)c1OC	-5	-6	17	-2	0	6	0.5	-3	-8	-1
CCOC(=O)Cc1csc(NC(=S)NC(=O)c2cc(OC)cc(OC)c2)n1	-2	-7	-1.0	-1	0	-14	0.7	4	5	6
COC(=O)c1ccc(Cn2cc(Cl)cn2)cc1	-3	10	0.6	2	-2	0	-0.5	3	-14	1
Cc1ccc(/C=C/C(=O)Nc2ccc(O)c3c(=O)cc(-c4ccccc4Cl)oc23)cc1	-1	4	-1.0	0	-2	-2	2.6	-4	-1	-10
CC1=C(C(=O)Nc2cc(C)ccn2)C(c2cnn(C)c2)C2=C(CC(c3ccccc3)CC2=O)N1 (stereo not given)	1	8	-3.2	0	-4	-9	0.6	2	-8	-2
CC(C)C[C@H](NC(=O)c1[nH]cnc1C(=O)N[C@@H](C)c1ccccc1)C(=O)OCc1ccccc1	-1	-18	-1.2	-1	/	-9	2.1	-6	2	-5
O=C(CCCN1C(=O)c2cccc3cccc(c23)C1=O)Nc1nccs1	1	18	-0.5	-2	1	1	0.1	-2	-4	-2
Cc1cc(CO)nn1-c1ccc([N+](=O)[O-])cc1	3	/	0.4	15*	3	-6	0.5	25	-1	/
CCNC(=O)NC(=O)CSc1ccc(S(=O)(=O)N2CCOCC2)cn1	-2	0	-0.7	-1	-1	-2	1.1	-4	-2	4
Cc1c(NC(=O)Nc2cccc(Cl)c2Cl)c(=O)n(-c2ccccc2)n1C	-4	3	-0.9	-2	-4	-1	1.0	-7	-1	-3
CC1=C(C(=O)NCCCOC(C)C)C2(CCC(C)CC2)OC1=O (stereo not given)	/	/	-0.2	-2	-4	-2	-1.4	-5	-4	-4
Cc1ccc(C2=NC3(CCCC3)N=C2SCC(=O)Nc2ccc3c(c2)OCCO3)cc1	/	1	-0.1	-3	8	-17	2.1	8	?	4
Cc1cccc(NC(=S)N2CCC(c3nc4ccccc4o3)CC2)c1	-3	-8	-5.3	2	-1	-10	-4.6	5	0	3
COC(=O)c1ccc(C(=O)OC)c(NC(=O)COC(=O)C2CCCCC2)c1	0	5	-2.0	-1	-3	-13	0.9	-12	-2	-2
O=C(OCC(=O)N1CCc2ccccc21)c1ccccc1F	-3	-1	1.0	4	14	-13	0.7	-4	-5	1
CCOC(=O)CSc1nnc(NC(=O)c2cccc(S(=O)(=O)N3CCCC3)c2)s1	-1	-7	-1.9	6	-2	1	-1.1	-5	-4	-3
O=C(Cn1cc([N+](=O)[O-])cn1)N1CCN(c2ccccc2)CC1	0	/	-0.7	-4	-1	-3	2.3	?	-5	-10
O=C(COC(=O)COc1ccccc1F)NCCc1ccc(F)cc1	18	/	-0.1	1	-2	-3	2.4	-9	-5	3
N/C(CC(=O)NC1CCCCC1)=N\OCC(=O)Nc1ccc(Cl)c(Cl)c1	-4	-2	-0.9	8	-1	-4	-0.3	3	0	4
C=CCn1c(SCC(=O)Nc2ccc(C(=O)OCC)cc2)nnc1-c1cccs1	0	5	0.3	7	/	-6	1.5	4	-13	8
CN(Cc1ccccc1)C(=O)c1ccc(NC(=O)Cc2cccc(NC(=O)C3CCCN(C(=O)C4CCCCC4)C3)c2)cc1 (stereo not given)	-3	-4	-1.4	-2	-4	7	0.4	-1	1	1
CCOc1ccc(NS(=O)(=O)c2cc(C(=O)NCCCN3CCCC3=O)ccc2C)cc1	-2	1	0.4	-3	-4	-8	-0.3	-2	8	-4
CCOC(=O)C1=C(C)OC(N)=C(C#N)C1C1CCCCC1 (stereo not given)	-1	6	-1.4	/	/	3	-0.4	-6	-2	6
CCN(c1ccccc1)S(=O)(=O)c1cc2c3c(c1)CCN3C(=O)CC2	1	8	-1.1	-1	-1	2	1.6	-3	18	2
O=C(NN(CC(O)COc1ccccc1)CC(O)COc1ccccc1)c1ccccc1 (stereo not given)	/	/	-3.7	2	3	-12	-0.8	13	2	12
O=C(Oc1cccc(N2C(=O)CCC2=O)c1)C1CC(=O)N(c2ccc(F)cc2)C1 (stereo not given)	1	5	-2.1	5	-2	-8	-1.3	1	7	0

Following part
SMILES	CAL PDZ FP-1	MITF act	CAL PDZ FP-2	V-ATPase pH	Wnt act	dFosB activator	CDK5 p35 inh	Tat transport	Rtt109 Vps75	RTF Ca sens act
COc1ccc(OC)c(C2=NOC(C(=O)NCc3ccccn3)C2)c1 (stereo not given)	/	19	-1.6	-2	/	-6	7.2	-10	9	-2
Cc1ccc2nc(Cn3cc(C(F)(F)F)cc(Cl)c3=O)cc(=O)n2c1	4	-7	-0.3	1	-1	2	2.8	0	10	-1
CCc1nc(OCCN(C)C)c2oc3ccccc3c2n1	-2	/	-1.8	-2	/	-2	-1.2	0	/	-4
COc1ccc(Cl)cc1C(=O)NCC#N	4	/	/	2	-7	4	-1.4	6	-2	-1
O=[N+]([O-])c1ccc(N2CCN(c3ccc(F)cc3)CC2)cc1	0	29	/	1	7	-3	1.5	2	9	-1
CCc1ccc(OCCSc2nc3ccccc3n2CC(=O)O)cc1	/	-1	-0.6	4	-2	0	-2.3	-5	-4	10
O=C(CN1c2ccccc2Sc2ccccc21)NNC(=O)Nc1ccc(Cl)c(Cl)c1	-4	4	-0.6	-4	-4	-2	-2.0	-5	-12	2
CC(C)c1nc(SCC(=O)N2CCOCC2)c2c(=O)n(C)c(=O)n(C)c2n1	-1	1	1.4	1	1	3	2.4	5	4	-4
CC(NC(=O)COc1ccc(N(C)S(=O)(=O)c2ccccc2)cc1)c1ccccc1 (stereo not given)	/	-9	-0.5	-4	-1	-11	-1.6	-2	0	28
O=C(NCc1ccncc1)C(=O)NCc1ccncc1	-8	17	0.2	-2	1	-8	-0.7	1	6	4
Cc1ccccc1CN1CCC(n2nccc2NC(=O)CCOc2ccccc2)CC1	-2	-4	-2.5	3	0	-9	/	0	4	4
CCn1c(C)c(C)c2cc(C(=O)N3CCc4ccccc4C3)ccc21	-3	-24	-2.5	-4	-1	19*	/	12	24	-7
CCCCC(=O)OCC(=O)Nc1ccc(C)c(F)c1	-3	6	0.5	0	-1	6	0.8	-2	6	4
CCOC(=O)c1c(C)[nH]c(C)c1S(=O)(=O)N1CCN(C(=O)c2ccco2)CC1	-6	3	-2.3	-4	2	5	4.5	-5	1	5
CCOC(=O)N1CCC(NCCNC(=O)c2ccc(F)c(F)c2)CC1	-4	-3	0.1	0	-4	5	1.4	-4	-1	11
O=C1c2ccccc2C(=O)N1OCc1ccc(Cl)cc1	-5	-2	-1.6	/	/	-5	1.7	3	-12	7
CCOc1ccc(NC(=S)NC(C)c2cccs2)cc1 (stereo not given)	-3	4	-1.4	-4	/	-6	0.0	-9	-2	2
Nc1nc(-c2cccnc2)nn1C(=O)c1ccccc1Cl	-3	16	-1.5	-1	0	-1	-1.9	4	-5	1
O=C(NCC1CCCCC1)c1ccc(Cl)c(S(=O)(=O)N2CCOCC2)c1	0	3	0.1	1	-4	-10	-2.0	4	6	2
COc1ccc2c(c1)C1OCCC1C(c1ccco1)N2 (stereo not given)	-2	58	-1.4	-1	/	-1	5.4	-1	1	15
Cc1cc2cc(CNC(=O)c3cccs3)ccc2[nH]1	1	/	-0.2	4	4	-2	-1.0	0	-2	5
CC(=O)c1ccc(OCC(=O)Nc2c(C)nn(-c3ccccc3)c2C)cc1	-5	8	-0.9	1	-2	1	0.0	-17	-2	-7
